# Tb PGK inh – blocks T. brucei phosphoglycerate kinase; P07378; PGK/GAPDH coupled, Kinase-Glo luminescence, 60 min; Potency, µM (doses to about 57.5 µM), inactives show top-dose activity change, negative = inhibition, most hits filed as inhibitors; hit rate 0.043% among 380,000; also: % is scaled to controls: 0 for no effect and ±100 for the full control effect; nearly all actives have a fitted effect of over 60% in size
#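 Luminescent ATP detection (Kinase-Glo Plus) follows a 60-minute room-temperature incubation, with wells lacking PGK as controls. Buffer: 100 mM TEA (pH 7.6), 5 mM MgCl2, 0.01% Tween-20. Coupling enzyme GAPDH (100 nM final) supplies unstable 1,3-BPG in-well.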
# JMJD2A Tudor – JMJD2A Tudor domain (human) inhibition. AlphaScreen JMJD2A-Tudor / H3K4me3 peptide binding. Potency, µM (series often up to 114 µM), for the others: top-dose activity change, negative = inhibition, actives largely listed as inhibitors. hit rate 4.4% among 390,000. AID 504339; also: % is scaled to controls: 0 for no effect and ±100 for the full control effect; nearly all actives have a fitted effect of over 50% in size
# Target sequence (O75164 whole entry, looked up, the tested form may be a part): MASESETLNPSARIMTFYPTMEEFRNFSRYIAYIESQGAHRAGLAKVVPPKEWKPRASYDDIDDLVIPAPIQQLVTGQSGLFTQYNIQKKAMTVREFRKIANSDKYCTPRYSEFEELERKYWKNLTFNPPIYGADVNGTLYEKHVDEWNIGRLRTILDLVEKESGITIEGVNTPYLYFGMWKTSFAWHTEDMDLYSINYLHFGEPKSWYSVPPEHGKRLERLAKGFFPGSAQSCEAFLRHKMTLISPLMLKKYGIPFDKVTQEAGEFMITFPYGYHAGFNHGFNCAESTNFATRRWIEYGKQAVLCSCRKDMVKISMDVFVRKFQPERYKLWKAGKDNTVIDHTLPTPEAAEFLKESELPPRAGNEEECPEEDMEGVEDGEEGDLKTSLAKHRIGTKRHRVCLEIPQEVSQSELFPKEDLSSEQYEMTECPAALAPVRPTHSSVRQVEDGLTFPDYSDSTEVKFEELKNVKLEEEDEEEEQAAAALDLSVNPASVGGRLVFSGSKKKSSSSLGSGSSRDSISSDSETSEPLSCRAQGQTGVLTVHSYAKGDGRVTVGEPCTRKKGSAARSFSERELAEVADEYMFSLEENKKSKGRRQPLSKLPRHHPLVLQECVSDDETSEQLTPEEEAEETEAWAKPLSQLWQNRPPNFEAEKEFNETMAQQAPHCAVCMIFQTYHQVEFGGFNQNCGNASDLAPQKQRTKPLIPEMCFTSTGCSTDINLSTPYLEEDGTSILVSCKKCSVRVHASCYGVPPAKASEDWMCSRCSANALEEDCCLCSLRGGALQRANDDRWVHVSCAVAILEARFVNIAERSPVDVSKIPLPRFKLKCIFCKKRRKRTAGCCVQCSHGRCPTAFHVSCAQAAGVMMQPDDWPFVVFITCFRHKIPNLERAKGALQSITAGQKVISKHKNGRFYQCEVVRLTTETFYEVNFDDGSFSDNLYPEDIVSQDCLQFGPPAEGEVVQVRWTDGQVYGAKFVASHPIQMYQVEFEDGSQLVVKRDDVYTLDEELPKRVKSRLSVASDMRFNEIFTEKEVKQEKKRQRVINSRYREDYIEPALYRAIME
# GLS inh – inhibitors of human glutaminase (GLS). GLS enzymatic activity, qHTS titration. Potency, µM (titrated, usually from 45.5 µM), for the others: at the top dose activity change, negative = inhibition, usual class: inhibitors. hit rate 0.21% among 410,000; also: % is scaled to controls: 0 for no effect and ±100 for the full control effect
#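 Compounds were pin-transferred onto hKGA, after which L-glutamine (1 mM solution) and a detection mix of glutamate oxidase, HRP and Amplex Red were added. Initial and 30 min RT fluorescence reads were collected.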
# HP1b chromo inh – blocks HP1-beta chromodomain binding to methylated histone tails. AlphaScreen HP1-beta / biotin-H3K9me3 peptide binding. AID 540317. Potency, µM (titrated, usually from 114 µM), inactives show at the top dose activity change, negative = inhibition, hits mostly inhibitors. P83916. hit rate 0.56% among 390,000; also: nearly all actives have a fitted effect of over 70% in size; inactives centre near 23
#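 Compound inhibition of the preformed complex between 50 nM HP1-beta and 50 nM biotinylated H3K9me3 peptide was read by AlphaScreen. Buffer was PBS pH 7.4 with 0.01% Tween-20. Incubations ran 30 min at room temperature, with 10 ug/mL donor/acceptor beads.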
# G9a block – blocks human histone lysine methyltransferase G9a | Potency, µM (doses to about 102 µM), for inactives: at the highest dose activity, negative = inhibition, most hits filed as inhibitors | hit rate 8.8% among 350,000 | G9a H3K9 monomethylation, AlphaScreen, 2 h | Q96KQ7; also: % is scaled to controls: 0 for no effect and ±100 for the full control effect; nearly all actives have a fitted effect of over 75% in size
#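 Quantitative HTS format: methyltransferase activity on a biotin-tagged H3K9 peptide is measured by AlphaScreen, using a rabbit anti-monomethyl-H3K9 antibody with streptavidin donor and anti-IgG acceptor beads. Final levels are 20 nM enzyme, 500 nM peptide, 20 uM SAM; 2 h RT.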
# BAZ2B inh – BAZ2B (human) inhibition; Q9UIF8; AlphaScreen BAZ2B-H3K14Ac peptide displacement; Potency, µM (doses to about 114 µM), without a hit: at the highest dose activity change, negative = inhibition, usual class: inhibitors; hit rate 4.4% among 360,000; AID 504333; also: % is scaled to controls: 0 for no effect and ±100 for the full control effect; nearly all actives have a fitted effect of over 60% in size
#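 Protein-peptide AlphaScreen: BAZ2B 50 nM, b-H3K14Ac 50 nM, 1x PBS pH 7.4 + 0.01% Tween-20. Preincubation 30 min RT; cpd 30 min RT (top 110 uM); beads 20 min RT, light-protected.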
# Pin1 inh – inhibitors of human Pin1; Potency, µM (titrated, usually from 115 µM), for the others: at the highest dose activity, negative = inhibition, hits mostly inhibitors; Q13526; AID 504891; hit rate 0.009% among 390,000; Pin1 FP peptide displacement, HiFluor488, 10 min; active = well fitted inhibition curve with a large enough effect in the polarisation, with a control signal flat, not every such curve was filed as active; inconclusive = small, poorly fitted or top-dose-only effect, or effect the other way, or a change in a side signal; inactive = no such curve, though single readings can be large or run the other way; the % refers to the polarisation; also: % is scaled to controls: 0 for no effect and ±100 for the full control effect
# POLI inh – DNA polymerase iota (human) inhibition; Q9UNA4; Potency, µM (doses to about 115 µM), inactives show at the highest dose activity, negative = inhibition, usual class: inhibitors; Pol iota fluorescent replication assay, 10 min; hit rate 1% among 390,000; AID 588590
#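 Pol iota at 10 nM preincubated 15 min with compounds at room temperature; reaction started with fluorescent substrate, 50 nM final. Fluorescence read kinetically at 0 and 10 min; buffer-only wells as negative control.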
# BLM inh – Bloom syndrome helicase (human) inhibition. P54132. recombinant BLM DNA unwinding, fluorescence dequenching. Potency, µM (highest dose often 56.1 µM), for the others: at the highest dose activity change, negative = inhibition, hits mostly inhibitors. hit rate 0.2% among 350,000. AID 2528;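 also: plate controls were vehicle for no effect and no enzyme for full effect; nearly all actives have a fitted effect of over 35% in size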
# * = called active by the depositor; i = inactive; ? = inconclusive; . = not tested or not shown; & = joins results of further samples; [ ] = another dose, or the depositor's remark. Unless noted, calls follow the shape of the dose curve; as a rule, active = well fitted curve in the direction sought with a large enough effect; inconclusive = small, poorly fitted or top-dose-only effect, or another doubt; inactive = no such curve, though single readings can be large; an effect the other way counts as inactive or inconclusive. Potency is read from the fitted curve at half-maximal effect.
molecule	Tb PGK inh	JMJD2A Tudor	GLS inh	HP1b chromo inh	G9a block	BAZ2B inh	Pin1 inh	POLI inh	BLM inh
Cc1c(NC(=O)C(C)c2ccc(CC(C)C)cc2)c(=O)n(-c2ccccc2)n1C (stereo unspecified)	i	-13%[57.1 µM]	0%	38%	?	-6%	6%	8%	-1%
CCCn1c(COc2ccc(C(=O)O)cc2)nc2ccccc21	i	-10%	4%	34%	17%	-24%	-8%	25%	-5%
C=CCOc1cccc(C2/C(=C(/O)c3ccccc3)C(=O)C(=O)N2CCN2CCOCC2)c1 (stereo unspecified)	-10%	79µM*	10%	12%	?	?	-11%	-10%	-3%
CCOC(=O)C1CCN(CCC(=O)Nc2ccc(C)cc2)CC1	-9%	-12%	0%	29%	23%	1%	7%	6%	-1%
NC(=O)CCCc1nc(-c2ccccc2Cl)no1	-6%	-17%	3%	9%	0%	-11%[57.1 µM]	4%	20%	0%
O=[N+]([O-])c1ncn(C23CC4CC(CC(C4)C2)C3)n1	i	-2%	-10%	4%	33%	-5%	-2%	63%[activator]	-1%
O=C(Nc1ccccc1)N(Cc1ccc2c(c1)OCO2)Cc1nc2ccccc2c(=O)[nH]1	-2%	17%	0%	27%	40%[59 µM]	-9%	-2%	5%	-5%
COc1ccc(NC(=O)C(Cc2ccccc2)NS(=O)(=O)c2ccc3c(c2)CCN3C(C)=O)cc1 (stereo unspecified)	0%	-8%	0%	29%	?	.	6%	11%	1%
O=C(NCc1ccncc1)Nc1cccc(Cl)c1	3%	-10%	2%	36%	-44%[2.33 µM]	27%	-2%	4%	0%
Cc1ccccc1-n1c(-c2ccc3ccccc3n2)n[nH]c1=S	-1%	-14%	?	24%	14µM*	-22%	-2%	88%[activator]	-1%
Cc1cc(C)c2c(N)c(S(=O)(=O)c3ccccc3)sc2n1	-11%	-17%	12%	57%[activator]	-11%[12.7 µM]	15%	?	11%	-5%
Cc1cccc(NC2=NCC(=O)N2Cc2cccs2)c1	0%	-1%	-9%	14%	71µM*	?	-5%	34%[activator]	3%
COc1ccc(NC(=O)CSc2nc3c(c(=O)n2-c2ccccc2)SCC3)c(OC)c1	i	-5%[57.1 µM]	-2%	56%[activator]	-7%[59 µM]	10%	13%	-14%	-3%
Cc1ccc(NC(=O)CSc2n[nH]c(C)c2[N+](=O)[O-])cc1	i	-8%	-12%	40%[activator]	-12%[59 µM]	7%	14%	22%	0%
O=C(O)c1ccc(NC(=O)c2cc(S(=O)(=O)N3CCCCC3)c(Cl)cc2Cl)cc1	9%	-3%	1%	12%	-14%[59 µM]	-4%	2%	-1%	1%
O=C(N/N=C/c1ccccc1C(=O)O)c1cccc(S(=O)(=O)Nc2cc(Cl)ccc2Cl)c1	-5%	-11%	0%	4%	-2%[59 µM]	-12%	-8%	-20%	-1%
Cc1ccc(/C(O)=C2/C(=O)C(=O)OC2c2ccc(Cl)cc2)cc1 (stereo unspecified)	i[11.5 µM]	79µM*	28%	-8%	?	-29%[57.1 µM]	-15%	?	-13%
CSc1ccccc1-c1nnc(-c2ccc(Cl)cc2Cl)o1	3%	8%	12%	58%[activator]	18%	14%	-1%	8%	-8%
CN(c1ccccc1)S(=O)(=O)c1cccc(C(=O)NCc2ccccc2)c1	-3%	1%	1%	23%	32%[12.7 µM]	0%	2%	29%	.
O=C(Nc1ccc(OC(=O)c2cccs2)cc1)c1ccco1	-8%	-11%	2%	51%[activator]	7%[12.7 µM]	-6%	25%	?	-10%
COc1cc(/C=N\Nc2ccc([N+](=O)[O-])cc2)ccc1OCC(=O)Nc1ccc(C)c(C)c1	-4%	-4%	-6%	38%	5%[0.0925 µM]	6%	?	3%	-5%
Cc1ccc2nc(Cn3cc(C(F)(F)F)ccc3=O)cc(=O)n2c1	-3%	-15%	-1%	?	1%	-29%	-4%	63%[activator]	-5%
Cc1cccc(NC(=O)c2ccc(OCC(=O)NCc3ccccc3)cc2)c1C	i	6%	7%	20%	6%[2.33 µM]	8%	0%	-14%	-1%
CN1C(=O)/C(=C/c2ccccc2OCc2ccc(C(=O)O)cc2)NC1=S	0%	?	20%	22%	?	?	3%	?	-2%
COC(=O)Nc1ccc(S(=O)(=O)N2CCC(C(=O)NC3CCCCC3)CC2)cc1	-5%	-16%	-2%	27%	-19%	-11%	-3%	-13%	-12%

# Reformatted with the structure last: entries from further up.
Tb PGK inh	JMJD2A Tudor	GLS inh	HP1b chromo inh	G9a block	BAZ2B inh	Pin1 inh	POLI inh	BLM inh	SMILES
i[11.5 µM]	79µM*	28%	-8%	?	-29%[57.1 µM]	-15%	?	-13%	Cc1ccc(/C(O)=C2/C(=O)C(=O)OC2c2ccc(Cl)cc2)cc1 (stereo unspecified)
-6%	-17%	3%	9%	0%	-11%[57.1 µM]	4%	20%	0%	NC(=O)CCCc1nc(-c2ccccc2Cl)no1

# Other structures
molecule	Tb PGK inh	JMJD2A Tudor	GLS inh	HP1b chromo inh	G9a block	BAZ2B inh	Pin1 inh	POLI inh	BLM inh
COC(=O)c1ccc(NC(=O)c2ccc(OC(C)=O)c(OC)c2)cc1	-8%	-4%	17%	29%	-25%	-17%	-12%	-3%	-7%
O=c1c2cc(Cl)ccc2nc(-c2ccc(Cl)c(Cl)c2)n1O	-12%	-22%	1%	24%	41%[12.7 µM]	?	8%	-2%	-6%
CCOC(=O)/C(C#N)=C\c1cc(OC)c(OC)cc1[N+](=O)[O-]	-2%	11µM*	?	?	19%[0.501 µM]	-12%	-11%	-10%	-5%
CNS(=O)(=O)c1ccc(NC(=S)Nc2ccc3c(c2)OCO3)cc1	i	-19%	?	-21%	.	-19%	-2%	121%[activator]	-18%
CCOC(=O)N1CCC(NC(=O)CS(=O)(=O)Cc2nc(-c3ccc(C)cc3)oc2C)CC1	-10%	2%	-8%	39%[activator]	-15%	7%	-9%	32%[activator]	0%
C[C@H](NC(=O)CCCOc1ccc(Cl)cc1Cl)c1nnc2ccccn12	-10%	-17%	3%	40%[activator]	?	0%	2%	29%	4%
CCOC(=O)c1c(NC(=O)CSc2cn(CCNC(=O)c3c(F)cccc3F)c3ccccc23)sc2c1CCCC2	-10%	-19%	6%	22%	4%[59 µM]	-26%	-3%	0%	-9%
COc1ccc(CNC(=O)CSc2nnc3nc(C)cc(C)n23)cc1OC	-4%	-12%	-2%	32%	8%	-12%	1%	-29%	-17%
O=C(NCCCn1ccnc1)c1ccc(Br)s1	1%	-20%	-3%	32%	-5%	-21%	1%	12%	-2%
CN(CCc1ccccc1)C(=O)c1cccc(NC(=O)Cc2cccc(NC(=O)C3CCCN(C(=O)C4CCC4)C3)c2)c1 (stereo unspecified)	-6%	-7%	0%	8%	.	.	2%	-26%	.
CCN(CC)S(=O)(=O)c1cc(C(=O)OC)ccc1Cl	-4%	-8%	4%	47%[activator]	39%[12.7 µM]	-4%	-16%	15%	1%
O=C(NCCc1csc(-c2cccnc2)n1)c1ccc(Br)o1	-6%	-18%	-1%	56%[activator]	20µM*	2%	0%	?	2%
Cc1ccc(-c2nc(CCNC(=O)c3ccc(C)c(C)c3)cs2)cc1	i	-16%	1%	25%[57 µM]	13%[59 µM]	6%	7%	-5%	-13%
N#CCCN(C(=O)COc1ccc(Cl)cc1Cl)c1ccccc1	-9%	-8%	-3%	32%	-8%[59 µM]	-7%	0%	-16%	2%
Cc1ccc(C(=O)NN2C(=O)C3C4c5ccccc5C(c5ccccc54)C3C2=O)cc1 (stereo unspecified)	-10%	-1%	-1%	34%	-23%	1%	0%	-17%	-1%
CCc1nc2n[nH]c(N)c2c2c1CCCC2	-1%	-7%	26%	18%	3%	5%	3%	2%	0%
CN(c1ccccc1)S(=O)(=O)c1cccc(NC(=O)CSc2nncs2)c1	-3%	-11%	-1%	16%	0%[59 µM]	1%	-3%	?	0%
Cc1nc(CCNC(=O)C2CCC(=O)N(CCc3cccc(F)c3)C2)sc1C (stereo unspecified)	1%	-6%	0%	28%	11%	-17%	-6%	10%	2%
COc1ccccc1NC(=O)CNC(c1ccccc1)c1ccccc1	-4%	7%	-7%	49%[activator]	17%[59 µM]	-5%	6%	-13%	-8%
CN(CCC#N)C(=O)COc1ccc(Br)cc1Cl	1%	-16%	0%	24%	-7%[12.7 µM]	-6%	-9%	18%	-5%
COCc1ccc(C(=O)N(C)CC2CCCN(CCc3ccccc3F)C2)o1 (stereo unspecified)	i	-8%	-2%	40%[activator]	-3%	-4%[57.1 µM]	1%	2%	?
CS(=O)(=O)N(CC(=O)Nc1ccc(Br)cc1F)C1CCCCC1	6%	-6%	4%	38%[activator]	.	7%	-6%	142%[activator]	-4%
O=C(Nc1cccc([N+](=O)[O-])c1)C1C2CC/C=C\CCC21 (stereo unspecified)	-2%	-9%	2%	25%	-24%	-13%	0%	6%	-3%
COc1ccc(CNC(=S)N2CCN(S(=O)(=O)c3cccc(F)c3)CC2)cc1	-4%	-19%	0%	-1%	.	-14%	12%	-86%	-1%
CNc1ccc(-c2nc(-c3ccccn3)no2)cc1[N+](=O)[O-]	-3%	-6%	-2%	6%	-37%[59 µM]	-6%	7%	-6%	-1%
CC1CCN(C(=O)c2[nH]cnc2C(=O)NCC(=O)OC(C)(C)C)CC1	4%	-13%	1%	14%	5%	-27%	0%	-3%	-1%
CCO/C([O-])=N/c1c[n+](N2CCOCC2)no1	6%&4%	-10%&-2%	-2%	36%&40%	-29%[59 µM]	-38%&-5%	2%&2%	26%	-1%
COc1ccc(Nc2nc3c(C)cccn3c(=O)c2C=NCc2ccccc2)cc1	-9%	?	-5%	6%	1%	?	-2%	-14%	-12%
CCOc1ccc(NC(=O)CCCn2c(C)c3cnn(-c4ccccc4)c(=O)c3c2C)cc1	i	-23%	-4%	20%	43%[59 µM]	-2%	-7%	-2%	-1%

# Not all compounds are listed; rates above refer to the full screens.
